Compound activity from PubChem BioAssay.
TRPC6 activator – activators of mouse TRPC6 channel; B-score at 10 µM; 0.13% of 310,000 active; HEK293-TRPC6 membrane potential dye fluorescence; hits give high values;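 active = B-score of the integrated fluorescence ratio above library mean plus 3 SD, and starting fluorescence ratio within library mean plus 5 SD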;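 also: higher score means more depolarization so channel activation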
TRPC4 inh – TRPC4 (mouse) channel inhibition | Q9QUQ5 | HEK293 TRPC4beta/mu-opioid, DAMGO-evoked Fluo4 calcium flux; hits give low values | B-score at 10 µM | 0.39% of 300,000 active;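 active = B-score over 3 SD under the library average, no early fluorescence shift, positive overall ratio signal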
Target sequence (Q9QUQ5 whole entry, looked up): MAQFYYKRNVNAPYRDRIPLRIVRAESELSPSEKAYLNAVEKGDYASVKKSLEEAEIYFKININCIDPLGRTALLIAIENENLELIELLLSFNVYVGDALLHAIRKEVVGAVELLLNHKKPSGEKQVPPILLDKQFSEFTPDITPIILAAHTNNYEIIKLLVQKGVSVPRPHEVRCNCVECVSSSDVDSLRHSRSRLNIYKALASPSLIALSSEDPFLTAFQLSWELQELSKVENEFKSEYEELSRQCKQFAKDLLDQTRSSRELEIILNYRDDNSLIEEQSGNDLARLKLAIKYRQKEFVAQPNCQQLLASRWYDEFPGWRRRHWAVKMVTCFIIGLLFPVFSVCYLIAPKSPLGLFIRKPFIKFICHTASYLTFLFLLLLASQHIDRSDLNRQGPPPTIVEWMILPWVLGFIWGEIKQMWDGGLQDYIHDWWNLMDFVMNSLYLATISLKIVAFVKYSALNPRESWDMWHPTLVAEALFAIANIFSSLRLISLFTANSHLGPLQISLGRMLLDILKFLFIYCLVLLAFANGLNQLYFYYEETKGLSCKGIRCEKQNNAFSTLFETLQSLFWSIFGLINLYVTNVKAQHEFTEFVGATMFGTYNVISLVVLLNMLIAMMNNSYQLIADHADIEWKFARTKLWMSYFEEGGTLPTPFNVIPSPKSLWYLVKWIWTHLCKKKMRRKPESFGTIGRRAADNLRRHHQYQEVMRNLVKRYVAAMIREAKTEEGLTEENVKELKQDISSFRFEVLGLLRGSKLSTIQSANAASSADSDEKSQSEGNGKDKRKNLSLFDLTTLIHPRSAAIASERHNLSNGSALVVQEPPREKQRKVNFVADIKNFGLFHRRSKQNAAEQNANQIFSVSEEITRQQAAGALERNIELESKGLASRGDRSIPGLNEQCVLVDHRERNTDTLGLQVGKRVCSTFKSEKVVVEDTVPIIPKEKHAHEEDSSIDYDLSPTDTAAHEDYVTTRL
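material = TRPC4beta/mu-opioid receptor HEK293 cell line | probe or stimulus = sequential submaximal and maximal DAMGO stimulation | compound dosing = one concentration per compound | measured by = Fluo4 Ca2+ flux fluorescence | evaluation = integrated fluorescence ratio relative to baseline, converted to per-well B score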
RGS4 inh – inhibitors of human RGS4. B-score at 10 µM. 0.45% of 310,000 active. AID 463165. HEK293 M3R/RGS4 inducible, Fluo-4 calcium flux; hits give high values; triggered by carbachol at its EC20;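 active = B-score, a plate-corrected calcium signal, over three deviations above library mean, with baseline fluorescence within five deviations of library mean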;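 also: RGS4 expression induced by doxycycline in cells with stable M3 receptor; B-score is computed from the integrated fluorescence ratio over baseline after carbachol; higher B-score means a larger calcium signal and so more RGS4 inhibition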
RGS4 act – RGS4 potentiation or activation; AID 463111; HEK293 M3R/inducible RGS4, carbachol calcium flux Fluo4; hits give low values; B-score at 10 µM; 0.92% of 310,000 active;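 active = B-score of the integrated calcium signal more than 4 SD below the library mean, with starting fluorescence not abnormally high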;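 also: negative B-score means reduced calcium response which marks RGS4 activation or potentiation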
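Reagent: ECmax carbachol challenge; Test system: M3R-expressing HEK293 line, RGS4 induced by doxycycline; Schedule: overnight RGS4 induction, 30 min dye load 37 °C, 20 min compound RT; Detection: calcium dye Fluo4 fluorescence; Read-out: Agonist-evoked peak-minus-minimum fluorescence over baseline, integrated ratio, B score.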
MrgX1 antag – antagonists of human MrgX1 receptor; 1.3% of 310,000 active; B-score at 10 µM; MRGX1-HEK293 calcium flux, Fluo-4, BAM8-22 antagonism; hits give low values;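 active = calcium-response B-score plate-corrected more than 3 library SD below zero, starting fluorescence within 5 deviations, no agonist response on first addition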;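 also: peak minus trough fluorescence over baseline after final BAM8-22 challenge near maximal dose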
Platelet DG rel – modulates dense granule release in human platelets | AID 1663 | 0.22% of 300,000 active | inhibition, %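 (compounds screened at 7.5 µM in platelet-rich plasma)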 | human platelet-rich plasma, SFLLRN dense granule ATP release, luminescence;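 active = mean replicate score, as percent of positive control, at or above 50; inconclusive = mean below 50 but at least one replicate at or above 50; inactive = mean and every replicate below 50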
MrgX1 allo act – human MrgX1 positive allosteric modulation, primary screen. Q96LB2. MrgX1-HEK293, Fluo-4 calcium flux, FDSS; hits give high values. B-score at 10 µM. 0.63% of 310,000 active;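 active = plate-corrected calcium response at least 3 library SD above typical, normal starting fluorescence, not activating the receptor alone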;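 also: compound read alongside a low EC10 to EC30 dose of BAM8-22 agonist; peak minus trough fluorescence over baseline measured at the second addition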
MrgX1 agonist – activates human MrgX1 receptor signaling. AID 588627. 0.44% of 310,000 active. MrgX1-HEK293 cells, Fluo-4 calcium fluorescence, agonist mode; hits give high values. B-score at 10 µM;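 active = calcium response B-score plate-corrected fluorescence ratio at least 3 library SD, with starting fluorescence B-score inside 5 SD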
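System – MrgX1-expressing HEK293 cells · Incubation – cells plated overnight, dye loaded 0.5 h 37 °C, 0.5 h room temperature · Technique – kinetic Fluo-4 NW fluorescence of intracellular calcium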
HIF act – HIF pathway transcriptional activation. U2OS HRE-luciferase reporter, luminescence; normalized: DMSO 0%, desferrioxamine 100%. activation, % at 7.5 µM (by protocol). 0.32% of 300,000 active. AID 1910;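 active = mean activation of at least 10% of the iron chelator positive control signal, with at least half of replicates also reaching 10%; inconclusive = mean and replicate majority disagree about reaching 10%; inactive = mean and most replicates under 10%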
SKKanGAS inh – SKKanGAS growth inhibition. S. pyogenes SKKanGAS, kanamycin growth, BacTiter-Glo, 6 h. inhibition, % at 7.5 µM. 1.3% of 300,000 active. AID 1662;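 active = mean replicate score, as percent of positive control median, at least 50; inconclusive = mean below 50 but one replicate at or above 50; inactive = mean and every replicate below 50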;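 also: strain carries kanamycin resistance gene driven by streptokinase promoter and grows in 40 µg/ml kanamycin; loss of luminescence reflects streptokinase promoter inhibition or plain growth inhibition; 0% = median of DMSO wells and 100% = positive control at its reference dose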
TRPC6 inh – blocks the mouse TRPC6 cation channel; Q61143; HEK293-TRPC6, membrane potential dye, ACh-evoked depolarization; hits give low values; B-score at 10 µM; 1.1% of 310,000 active; AID 2553;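 active = B-score under library mean minus 3 SD, initial fluorescence not abnormally high, positive integrated signal ratio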;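 also: B-score derived from integrated fluorescence ratio over the kinetic read; more negative B-score means stronger inhibition of depolarization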
Active calls of the source: *; i = inactive; ? = inconclusive; / = no result given.

Values run as follows: TRPC6 activator, TRPC4 inh, RGS4 inh, RGS4 act, MrgX1 antag, Platelet DG rel, MrgX1 allo act, MrgX1 agonist, HIF act, SKKanGAS inh, TRPC6 inh
> CCCCN(C(=S)NC(=O)c1cc(OC)c(OC)c(OC)c1)c1c(N)n(Cc2ccccc2)c(=O)[nH]c1=O
    i, i, i, i, i, -14, i, i, -0.3, -3, i
> CC(=O)C1=C(O)C(=O)N(c2ccc(O)cc2)C1c1cccc([N+](=O)[O-])c1 (centres undefined)
    i, i, i, i, i, 8, i, i, -0.5, 1, i
> COc1cccc2cc(C(=O)Nc3cccc(C)n3)c(=O)oc12
    i, i, i, i, i, 4, i, i, 2.1, 1, i
> CCC(C)[C@H](N)c1cn([C@@H](Cc2cc3ccccc3[nH]2)C(=O)N2CCNCC2)nn1 (some centres undefined)
    i, i, i, i, i, 0, i, i, -0.4, 10, i
> CN(CC(=O)NCc1ccco1)S(=O)(=O)c1cccc2cccnc12
    i, i, i, i, i, -5, i, i, /, -5, i
> O=C(COC(=O)CCC(=O)c1cccs1)NCc1ccc(Cl)cc1
    i, i, i, i, i, -1, i, i, 0.0, -10, i
> O=CN1CCN(C(=O)c2cc3cc(Cl)ccc3[nH]2)CC1
    i, i, i, i, i, 11, i, i, 0.8, 5, i
> O=C(NCc1nnc(SCC(=O)N2CCOCC2)o1)c1c(F)cccc1Cl
    i, i, i, i, i, -2, i, i, 0.1, 2, i
> Cc1onc(-c2ccccc2)c1C(=O)Nc1ccnn1C1CCCCC1
    i, i, i, i, i, 3, i, i, -0.8, 1, i
> O=C(NC1CC1)c1cc2c(F)cccc2s1
    i, i, i, i, i, -4, i, i, 0.2, 5, i
> CCN(CC(=O)Nc1cccc(C(C)=O)c1)S(=O)(=O)c1ccc(OC)cc1
    i, i, i, i, i, 0, i, i, 1.0, -5, i
> O=C(NCCc1ccccc1)NC(Cc1ccccc1)C(=O)O (centres undefined)
    i, i, i, i, i, 1, i, i, -0.5, -2, i
> CC(C)CC(=O)Nc1ccc(-c2nc3ccccc3c(=O)[nH]2)cc1
    i, i, i, i, i, -5, i, i, 0.8, 8, i
> C[C@H](NC(=O)Cc1cccc2ccccc12)C(=O)NCc1ccccc1
    i, i, i, i, i, -5, i, i, -0.7, 1, i
> COc1ccccc1NS(=O)(=O)c1cccc(C(=O)NN=C2CCCCCC2)c1
    i, i, i, i, i, -1, i, i, -0.3, 0, i
> COc1ccc(NC(=S)NNC(=O)COc2ccc(Cl)cc2Cl)cc1
    i, i, i, i, i, 0, i, i, -0.2, -6, i
> COc1cccc(NC(=O)N(Cc2ccco2)C(C)c2cccs2)c1 (centres undefined)
    i, i, i, i, i, 0, i, i, 0.7, 4, i
> Cc1ccccc1N(CC(=O)N/N=C/c1ccccc1Cl)C(=O)c1ccccc1
    i, i, i, i, i, -1, i, i, 0.4, 1, i
> O=C(CSc1nc2ccccc2c(=O)[nH]1)Nc1ccc(N2CCOCC2)cc1
    i, i, i, i, i, -12, i, i, -0.8, 1, i
> CNc1nc(-c2ccccc2)nc(-c2ccc(OC)cc2)c1C#N
    i, i, i, i, i, -8, i, i, -0.2, -2, i
> CC1CC(=O)N(c2ccc(NCCc3ccccc3)c([N+](=O)[O-])c2)C1=O (centres undefined)
    i, i, i, i, i, 0, i, i, -1.0, -2, i
> Cc1ccc(S(C)(=O)=O)cc1S(=O)(=O)Nc1ccccc1
    i, i, i, i, i, 2, i, i, 2.1, 4, i
> CC1CN(C(=O)COC(=O)c2cc(Cl)ccc2Cl)CC(C)O1 (centres undefined)
    i, i, i, i, i, -3, i, i, -0.4, -1, i
> CN(C)CCCn1c(SCC(=O)Nc2nccs2)nnc1-c1ccncc1
    i, i, i, i, i, -19, i, i, -0.5, 0, i
> Cc1nc2cc(C(F)(F)F)ccc2n1C
    i, i, i, i, i, 6, i, i, 0.1, -4, i
> COc1ccc(N(CC(=O)NCc2ccc(C)cc2)S(=O)(=O)c2ccccc2[N+](=O)[O-])c(OC)c1
    i, i, i, i, i, -1, i, i, -0.8, 12, i
> O=C(c1cc(COc2ccc3ncccc3c2)on1)N1CCCC1
    i, i, i, i, i, -7, i, i, 1.6, 0, i
> COc1ccc(-c2nc3c4ccccc4ccn3c2CN2CCCCC2)cc1
    i, i, i, i, i, 8, i, i, 2.2, -12, i
> O=C(OCc1csc(-c2ccccc2)n1)c1ccc(O)cc1
    i, i, i, i, i, -6, i, i, 1.3, -7, -10*
> O=C(NCc1ccccc1)c1cccc(COc2cccc(Cl)c2)c1
    i, i, i, i, -4.6*, 6, i, i, -20, 6, i
> O=C1CC(c2cccs2)Cc2nc(NCC3CCCO3)ncc21 (centres undefined)
    i, i, i, i, i, -5, i, i, 0.9, -10, i
> CCn1ccc(C(=O)NC2C(=O)N3C(C(=O)O)=C(C)CSC23)n1 (centres undefined)
    i, i, i, i, i, 4, i, i, 0.8, -6, i
> O=C(N/C(C(=O)N1CCOCC1)=C(\Sc1ncccn1)c1ccccc1)c1ccccc1
    i, i, i, i, i, -3, i, i, 0.1, -3, i
> CC1=CCC(/C=N\Nc2nnc3c(n2)[nH]c2ccccc23)CC1 (centres undefined)
    i, i, i, i, i, -15, i, i, 2.9, 3, i
> COc1cc2[nH]cc(C(=O)NCCc3ccccc3)c(=O)c2cc1OC
    i, i, i, i, i, 9, i, i, -0.4, /, i
> COc1ccc2nc(NCCO)[nH]c2c1
    i, i, i, i, i, -3, i, i, -0.3, 4, i
> NC1=CC(=O)c2cccc3cccc1c23
    i, i, i, i, i, 1, i, i, -0.7, 6, i
> CCCCN(CC(=O)NCc1ccc(F)cc1)C(=O)c1ccco1
    i, i, i, i, i, 13, i, i, 0.2, 7, i
> COc1ccc(N2C(=O)C3C(c4ccc(OC)cc4O)NC(Cc4ccccc4)(C(=O)O)C3C2=O)cc1 (centres undefined)
    i, i, i, i, i, 0, i, i, 0.3, /, i
> c1ccc(-c2nc(C3CCCCC3)no2)cc1
    i, i, i, i, i, -3, i, i, 1.9, 4, i
> CC(C)CCNC(=O)C1(O)c2ccccc2NC(=O)N1c1ccc(Cl)cc1 (centres undefined)
    i, i, i, i, i, -6, i, i, -41, -3, i
> CCOC(=O)C1=C(O)/C(=C/c2ccc(OCC(=O)O)c(OC)c2)SC1=Nc1ccc(OCC)cc1
    i, i, i, i, i, -3, i, i, 0.3, 24, i
> COc1ccccc1N1CCN(Cc2ccco2)CC1
    i, i, i, i, i, -1, i, i, 0.5, 5, i
> O=C(CSc1ccc(-c2ccncc2)nn1)N1CCCC1
    i, i, i, i, i, 4, 13*, i, -0.4, -6, i
> CC1CCc2c(sc3ncnc(NCc4cccnc4)c23)C1 (centres undefined)
    i, i, i, i, i, -3, i, i, 0.3, -3, i
> CC(C)NC(=O)NC(=O)COC(=O)c1ccc(OC(F)(F)F)cc1
    i, i, i, i, i, 2, i, i, 0.2, 9, i
> C/C(CC(=O)NC1CCCCC1)=N\NC(=O)c1ccccc1C
    i, i, i, i, i, -6, i, i, 0.2, 1, i
> CC(=O)c1c(C)nc(-c2cccc([N+](=O)[O-])c2)n1O
    i, i, i, i, i, 6, i, i, -0.8, 18, i
> CN(CC(=O)Nc1cccc2ccccc12)c1ccc(S(=O)(=O)N2CCOCC2)cn1
    i, i, i, i, i, -17, i, i, -0.2, 5, i
> Oc1ccc(/C=N/Nc2cc(N3CCOCC3)nc(N3CCOCC3)n2)cc1O
    i, i, i, i, i, 3, i, i, 0.2, 0, i
> Cc1nnsc1SCC(=O)O
    i, i, i, i, i, -4, i, i, 0.4, 1, i
> COc1cc(/C=C2\C(=N)N3N=C(S(=O)(=O)CC(C)C)SC3=NC2=O)ccc1OC(=O)c1ccco1
    i, i, i, i, i, -7, i, i, -0.2, 34, i
> CCOC(=O)N1CCN(C(=O)CN(C2CCCCC2)S(=O)(=O)c2ccc(F)cc2)CC1
    i, i, i, i, i, -1, i, i, 0.2, 1, i
> CCC(=O)n1nc(-c2ccc(Cl)cc2)nc1NCc1ccccc1
    i, i, i, i, i, -5, i, i, 0.5, -3, i
> COC(=O)CN1C(=O)[C@H]2[C@@H](/C=C/c3ccccc3)N3C(=O)CN(CCO)C(=O)[C@@]3(Cc3ccccc3)[C@H]2C1=O
    i, i, i, i, i, -2, i, i, 0.4, 3, i
> COc1cccc(/C=N/NC(=O)C(=O)N/N=C/c2cccc(OC)c2OC)c1OC
    i, i, i, i, i, ?, i, i, 0.3, -1, i
> COc1ccc(NC(=O)/C=C/c2cccc(C(F)(F)F)c2)cn1
    i, i, i, i, i, -3, i, i, 0.6, -3, i
> CCOCCn1c(C(C)O)nc2ccccc21 (centres undefined)
    i, i, i, i, i, 11, i, i, 0.1, 0, i
> COc1ccc(-n2c(SCc3cn4c(C)cccc4n3)nc3ccccc3c2=O)cc1OC
    i, i, i, i, i, 5, i, i, -0.7, 5, i
> NC(=O)c1ccccc1OCC(=O)Nc1ccc(Cl)c(Cl)c1
    i, i, i, i, i, 7, i, i, 2.1, 6, i

Carrying on:
Values run as follows: TRPC6 activator, TRPC4 inh, RGS4 inh, RGS4 act, MrgX1 antag, Platelet DG rel, MrgX1 allo act, MrgX1 agonist, HIF act, SKKanGAS inh, TRPC6 inh
> COc1ccc(CN2CCCC(C(=O)c3cccc(C(F)(F)F)c3)C2)cc1O (centres undefined)
    i, -8*, i, -7.6*, i, 1, i, i, 0.9, -19, i
> Cc1ccc(-n2nc3c(c2NC(=O)c2ccc(F)c(F)c2)CS(=O)(=O)C3)cc1
    i, i, i, i, i, -2, i, i, 0.0, 18, i
> Fc1cccc(NC(=S)NCc2ccccc2Cl)c1
    i, i, i, i, i, -4, i, i, 0.4, 11, i
> COc1ccc([N+](=O)[O-])cc1N(CC(O)CN1C(=O)NC(C)(C)C1=O)S(=O)(=O)c1ccccc1 (centres undefined)
    i, i, i, i, i, -3, i, i, -0.1, 7, i
> CCOc1ccc2nc(NC(=O)C3(C)CC3(Br)Br)sc2c1 (centres undefined)
    i, i, i, -8.1*, i, 1, i, i, 3.9, 20, i
